CAL PDZ FP-1 = untagged CAL PDZ binding inhibitors, primary screen, biochemical, fluorescence polarization, HTS; Golgi-associated PDZ and coiled-coil motif-containing protein (Homo sapiens), Q9HD26; purified CAL PDZ, TMR-peptide fluorescence polarization, 1 h; inhibition, % at 24.9 µM; 300,000 tested, 0.92% active; AID 602252, 2012;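 active = mean inhibition of at least 30% with at least half of replicates also reaching 30%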;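 also: 0% = DMSO neutral control and 100% = excess unlabeled competitor peptide PRC23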
PvdQ acylase = P. aeruginosa PvdQ acylase inhibitors, primary screen, biochemical, fluorescence, plate reader and imaging, single point. 340,000 tested, 0.063% active. AID 488965, 2010. purified PvdQ acylase. inhibition, % at 10 µM; in the data active = inhibition above about 30%, passing the limit was not always enough;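 also: 0% = vehicle neutral wells and 100% = reference inhibitor wells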
SR-BI DiI inh = inhibitors of SR-BI mediated HDL lipid uptake, primary screen, ldlA[mSR-BI] cells, fluorescence, single point. Scavenger receptor class B member 1 (Mus musculus), Q61009. ldlA[mSR-BI] CHO cells, DiI-HDL uptake fluorescence, 3 h. inhibition, % at 12.5 µM. 320,000 tested, 0.96% active;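 active = mean replicate inhibition of at least 70% and a set share of replicates each scoring 70 or more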;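 also: 0% = median of neutral control wells and 100% = median of positive control wells; values of inactives mirror those of a sister screen read the other way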
MITF act = activators of MITF-driven TRPM1 promoter reporter, primary screen, cell-based, SK-MEL-5, luciferase, single point; 300,000 tested, 0.75% active; SK-MEL-5 TRPM1-promoter luciferase, 24 h; % of positive control, neutral wells = 0; AID 588334, 2011; activation, % at 12.5 µM;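 active = mean activation of at least 80% with every replicate also reaching 80%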;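 also: 0% = neutral control wells and 100% = parthenolide positive control wells; values of inactives mirror those of a sister screen read the other way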
dFosB act = activators of delta FosB homodimer, primary screen, biochemical, fluorescence polarization, TAMRA-CDK5 oligo, single point. Protein FosB (Mus musculus), P13346. purified delta FosB; percent of positive-control signal above neutral wells. activation, % at 25 µM. 340,000 tested, 0.99% active. AID 493131, 2011;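 active = mean activation above about 17%, with every replicate also reaching it, limit read from the data, passing the limit was not always enough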;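 also: fluorescence polarization rise as delta FosB binds a TAMRA Cdk5 AP-1 oligo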
SR-BI DiI-HDL act = activators of SR-BI mediated DiI-HDL uptake, primary screen, ldlA[mSR-BI] CHO cells, DiI fluorescence; 3 h; 100 = double the neutral-control signal; activation, % at 12.5 µM; 320,000 tested, 0.096% active;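 active = mean replicate activation of at least 60% and every replicate at or above 60%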;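 also: 0% = median plate neutral-control signal and 100% = twice that signal; values of inactives mirror those of a sister screen read the other way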
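Material: SR-BI-overexpressing, LDLR-lacking CHO cells | Dosing: Single compound concentration, delivered by pin transfer | Probe or stimulus: Labelled HDL, 10 µg/mL | Signal: Bottom-read cell fluorescence after medium removal, ex 550/em 595 nm | Schedule: 3 h, 37 °C | Evaluation: HDL uptake via cellular fluorescence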
CAL PDZ FP-2 = CAL PDZ peptide-binding inhibitors, primary screen, biochemical, fluorescence polarization, Cer-tagged CAL PDZ, HTS | Golgi-associated PDZ and coiled-coil motif-containing protein (Homo sapiens), Q9HD26 | purified CAL PDZ, TMR-peptide fluorescence polarization, 1 h | inhibition, % at 20 µM | 330,000 tested, 0.02% active | AID 504414, 2011;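 active = highest replicate inhibition of at least 40%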;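 also: plate controls were DMSO neutral control wells for no effect and unlabeled competitor peptide control wells for full effect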
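Control set: unlabelled peptide and DMSO controls / Material: purified CerCALP PDZ construct / Timing: 1 h incubation at room temperature before polarization reading / Doses: 20 µM, one dose / Detection: fluorescence polarization (mP)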
NSD2 inh = NSD2 histone methyltransferase inhibitors, primary screen, biochemical, AlphaScreen, single concentration, set 2 | AID 743445, 2014 | NSD2 peptide methylation, 120 min | inhibition, % at 12.5 µM | Histone-lysine N-methyltransferase NSD2 (Homo sapiens), O96028 | 310,000 tested, 0.54% active; in the data active = inhibition above about 50%
Target sequence (O96028 whole entry, looked up): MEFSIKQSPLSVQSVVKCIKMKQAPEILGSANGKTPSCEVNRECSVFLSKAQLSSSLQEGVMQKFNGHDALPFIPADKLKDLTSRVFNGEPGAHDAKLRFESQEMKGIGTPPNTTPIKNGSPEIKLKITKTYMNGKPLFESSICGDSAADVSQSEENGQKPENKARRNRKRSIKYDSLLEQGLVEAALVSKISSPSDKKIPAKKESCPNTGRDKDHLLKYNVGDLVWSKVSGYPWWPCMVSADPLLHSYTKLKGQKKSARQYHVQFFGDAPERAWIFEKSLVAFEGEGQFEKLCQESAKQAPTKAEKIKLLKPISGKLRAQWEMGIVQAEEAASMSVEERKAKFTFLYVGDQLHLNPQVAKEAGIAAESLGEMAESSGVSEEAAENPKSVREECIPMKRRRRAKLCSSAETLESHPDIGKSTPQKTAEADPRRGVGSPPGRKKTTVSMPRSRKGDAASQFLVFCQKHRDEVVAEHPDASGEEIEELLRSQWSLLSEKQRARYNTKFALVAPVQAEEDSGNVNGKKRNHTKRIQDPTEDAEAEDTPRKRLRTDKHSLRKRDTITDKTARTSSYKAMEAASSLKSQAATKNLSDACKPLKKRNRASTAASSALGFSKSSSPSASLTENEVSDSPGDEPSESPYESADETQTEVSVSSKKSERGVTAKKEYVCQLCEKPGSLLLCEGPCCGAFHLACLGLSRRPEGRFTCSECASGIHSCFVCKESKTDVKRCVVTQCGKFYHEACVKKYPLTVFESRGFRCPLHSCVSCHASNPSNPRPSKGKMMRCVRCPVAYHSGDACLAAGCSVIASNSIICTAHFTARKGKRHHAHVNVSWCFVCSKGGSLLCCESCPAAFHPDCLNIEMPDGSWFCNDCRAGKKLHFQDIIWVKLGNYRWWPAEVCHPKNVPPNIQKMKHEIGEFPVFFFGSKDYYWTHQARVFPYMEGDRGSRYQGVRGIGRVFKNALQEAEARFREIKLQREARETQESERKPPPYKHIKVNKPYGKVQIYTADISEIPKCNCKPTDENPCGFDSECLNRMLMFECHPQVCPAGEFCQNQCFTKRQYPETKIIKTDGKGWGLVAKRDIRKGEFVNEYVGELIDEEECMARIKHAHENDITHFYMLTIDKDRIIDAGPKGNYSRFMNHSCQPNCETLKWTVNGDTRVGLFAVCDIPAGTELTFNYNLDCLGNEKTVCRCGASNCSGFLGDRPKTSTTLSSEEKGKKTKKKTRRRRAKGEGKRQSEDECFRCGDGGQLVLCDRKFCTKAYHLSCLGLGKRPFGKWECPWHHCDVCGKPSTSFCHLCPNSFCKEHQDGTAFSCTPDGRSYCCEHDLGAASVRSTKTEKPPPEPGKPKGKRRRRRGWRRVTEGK
Rtt109 HAT inh = inhibitors of C. albicans Rtt109/Vps75 HAT, primary screen, biochemical, ThioGlo CoA-SH fluorescence, plate reader | Histone acetyltransferase RTT109 (Candida albicans (strain SC5314 / ATCC MYA-2876)), … | purified Rtt109/Vps75, 4 h | inhibition, % at 34.9 µM | 330,000 tested, 0.16% active;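 active = inhibition of at least 50% in every replicate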
PfHsp90 set2 = growth inhibition of PfHsp90-expressing yeast, primary screen, antimalarial PfHsp90 inhibitor project, S. cerevisiae, BacTiter-Glo luminescence, single point, set 2 | inhibition, % at 9.4 µM | 310,000 tested, 0.32% active | BacTiter-Glo ATP, 48 h; yeast lacking PDR1 and PDR3 efflux regulators | AID 504621, 2011;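 active = every replicate shows inhibition above about 80%, whatever the replicate mean, limit read from the data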;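 also: 0% = DMSO neutral controls and 100% = 20 µM radicicol positive controls; yeast relying on Plasmodium falciparum Hsp90 in place of its own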
Numbers without * were called inactive; · = not tested or not shown.

SMILES	CAL PDZ FP-1	PvdQ acylase	SR-BI DiI inh	MITF act	dFosB act	SR-BI DiI-HDL act	CAL PDZ FP-2	NSD2 inh	Rtt109 HAT inh	PfHsp90 set2
NNC(=O)CNC(c1ccccc1)c1cc(Br)ccc1NC(=O)CCN1CCOCC1 (stereo unspecified)	-3	-17	-56	7	12	56	-0.4	3	7	36
O=S(=O)(CC(CN1CCCC1)N1CCCC1)c1ccc2ccccc2c1 (stereo unspecified)	-2	-15	-10	-76	-7	10	-1.8	2	1	2
CC(=O)Nc1cccc(-n2nnc(SCC(N)=O)n2)c1	-2	6	-12	-7	-4	12	0.3	4	1	6
Nc1ccccc1-c1nnc(SCc2ccccc2Cl)[nH]c1=O	-2	6	-18	10	-14	18	-3.2	-2	15	8
COc1ccc(S(=O)(=O)NNC(=O)Nc2ccc(C)cc2)c(OC)c1	-3	3	-20	-3	2	20	-2.5	-1	5	3
O=C(CCC1CCCCC1)Nc1c2c(nn1-c1ccc(F)cc1)CS(=O)C2 (stereo unspecified)	-1	-9	-1	1	-3	1	-1.7	-36	0	19
O=C(COC(=O)c1cc(=O)c2ccccc2o1)NCC1CCCCC1	·	-9	-20	-5	0	20	-0.7	-1	-1	-28
CC(=O)c1ccc(N2CCN(S(=O)(=O)c3ccc4c(c3)CC(C)N4C(=O)C3CC3)CC2)cc1 (stereo unspecified)	72*	-12	-2	-26	-8	2	-0.5	-3	1	-2
CCOc1ccc(NC(=O)CC2C(=O)NCCN2C(=O)Nc2ccccc2)cc1 (stereo unspecified)	·	-1	-12	-20	-10	12	-1.4	-3	0	-5
CCC(=O)NC(O)C(=O)c1ccc(C)cc1 (stereo unspecified)	-1	-13	5	-2	-6	-5	-4.2	8	-2	36
CCN1C=CC2=C(C#N)C(N)C(C#N)(C#N)C(c3ccccc3C(F)(F)F)C2C1 (stereo unspecified)	2	-12	11	-18	-4	-11	-2.1	26	-37	17
OC(CNCc1ccccc1C(F)(F)F)C(F)(F)F (stereo unspecified)	·	0	-24	-9	-8	24	-0.9	-3	6	-29
COc1ccc(OC)c(S(=O)(=O)N2CCC(C(=O)N3CCN(Cc4ccccc4)CC3)CC2)c1	2	-18	-2	-3	0	2	-1.1	4	2	-17
COc1cccc(/C=C/C(=O)OCC(=O)NCCC2=CCCCC2)c1OC	-4	-19	2	0	-8	-2	-0.3	7	-3	-13
N=C1c2ccccc2CN1NC(=O)c1cccc(S(=O)(=O)N2CCOCC2)c1	0	-2	-16	0	-1	16	-2.2	-2	1	13
CC1=NN(C(=O)c2ccc(Cn3nc(C)c([N+](=O)[O-])c3C)cc2)C(O)(C(F)(F)F)C1 (stereo unspecified)	-1	3	68	-10	-9	-68	·	5	-6	·
CCN(CC(=O)Nc1ccc(NC(C)=O)cc1)C(=O)c1cn(-c2ccccc2)nc1-c1cccs1	-7	1	15	14	-7	-15	-1.4	3	-3	·
COc1ccc(-c2nc(C#N)c(N3CCc4ccccc4C3)o2)cc1OC	·	11	14	4	-12	-14	0.3	2	15	·
Cc1cc(=O)[nH]c(/N=C(\N)Nc2ccc(SC(F)F)cc2)n1	·	-10	-9	-7	-6	9	-1.5	-3	9	-17
O=C(c1ccccc1)c1cccn1CC(=O)N1CCN(c2ccccc2)CC1	-2	-14	10	-4	-5	-10	-0.4	5	-6	20
COc1cc(NC(=O)C2CC(=O)N(CCc3ccc(F)cc3)C2)cc(OC)c1OC (stereo unspecified)	2	-5	·	·	0	·	-0.4	-4	2	-4
COCCn1nnnc1C(c1cccs1)N1CCN(c2nc3ccccc3s2)CC1 (stereo unspecified)	-3	-8	20	7	-7	-20	-1.5	-1	8	0
Cc1cc(C)n(CC(=O)NNC(=O)COc2ccc(Br)cc2F)n1	-5	-10	-7	-6	-1	7	-0.6	-1	-1	12
CCCC(=O)Nc1cc(C)c2c(=O)oc3ccccc3c2n1	·	-2	·	-17	-42	·	-1.9	·	2	-24
COc1cc(/C=C/C(=O)O)cc(S(=O)(=O)Nc2ccc(F)cc2)c1OC	-2	-13	-26	4	-12	26	-5.4	-1	-3	5
Cc1nnc(C)n1/N=C/c1cccc(Oc2ccccc2)c1	-2	7	-17	4	-4	17	-1.8	·	13	8
O=C(CSc1nnc(Cc2cccs2)n1-c1ccc(Cl)cc1)NCc1ccc2c(c1)OCO2	12	-17	-5	-1	-6	5	0.1	-2	-2	16
COc1ccc(C(=O)C2CCCN(C(=O)/C=C/c3cnc[nH]3)C2)c(C)c1 (stereo unspecified)	-3	-12	-8	13	-3	8	-1.4	0	-24	7
NC(=O)NC(=O)c1nccnc1C(=O)O	-1	-13	-2	-7	6	2	0.3	-3	1	1
CC(=O)c1ccc(S(=O)(=O)N(C)CC(=O)NCC2CCCCC2)cc1	-2	6	-1	25	-10	1	-1.7	4	2	-9
CN(c1ccccc1)S(=O)(=O)c1cccc(NC(=O)CN2CCCc3ccccc32)c1	-7	-20	·	-6	-8	·	-0.5	2	16	8
CCn1nnnc1SCC(=O)c1ccc2c(c1)OCCO2	-3	-11	-51	16	-5	51	-0.2	-5	3	15
CCOC(=O)c1sc(NC(=O)CSCc2c(C)noc2C)nc1C	-4	2	17	3	-5	-17	-3.0	1	2	1
CCOc1ccccc1NC(=O)c1nc(-c2ccccc2)oc1C	-1	-8	32	-6	-7	-32	-3.6	-2	-12	-2
O=C(NC1CCCC1)C(c1ccc(N2CCOCC2)cc1)N(Cc1ccco1)C(=O)c1ccco1 (stereo unspecified)	-2	-18	-31	8	-9	31	-0.4	-1	8	-28
O=C(NCc1ccccc1F)c1cccc(S(=O)(=O)N2CCCCC2)c1	-5	15	20	-1	5	-20	-0.3	-4	-3	4
COc1ccc(OC)c(S(=O)(=O)N2c3ccccc3CC2C)c1 (stereo unspecified)	-1	-12	-11	2	-8	11	-2.3	-1	-1	1
COc1ccc(Cl)cc1NC(=O)C(C)N1CCN(C/C=C/c2ccccc2)CC1 (stereo unspecified)	-3	-12	16	-9	-14	-16	-1.9	2	3	6
O=C(Nc1ccc(S(=O)(=O)NC2CCCCC2)cc1)c1ccco1	0	-4	19	-3	0	-19	-2.5	-1	-6	37
O=C(CSc1cccc(C(F)(F)F)c1)NC(=O)c1ccccc1	1	1	-8	10	-4	8	-1.6	2	·	-7

Reformatted: results already given
Sequence of screens: CAL PDZ FP-1 | PvdQ acylase | SR-BI DiI inh | MITF act | dFosB act | SR-BI DiI-HDL act | CAL PDZ FP-2 | NSD2 inh | Rtt109 HAT inh | PfHsp90 set2
- CCCC(=O)Nc1cc(C)c2c(=O)oc3ccccc3c2n1
  · | -2 | · | -17 | -42 | · | -1.9 | · | 2 | -24
- COc1cc(/C=C/C(=O)O)cc(S(=O)(=O)Nc2ccc(F)cc2)c1OC
  -2 | -13 | -26 | 4 | -12 | 26 | -5.4 | -1 | -3 | 5
- Cc1nnc(C)n1/N=C/c1cccc(Oc2ccccc2)c1
  -2 | 7 | -17 | 4 | -4 | 17 | -1.8 | · | 13 | 8
- O=C(CSc1nnc(Cc2cccs2)n1-c1ccc(Cl)cc1)NCc1ccc2c(c1)OCO2
  12 | -17 | -5 | -1 | -6 | 5 | 0.1 | -2 | -2 | 16

Other structures.
SMILES	CAL PDZ FP-1	PvdQ acylase	SR-BI DiI inh	MITF act	dFosB act	SR-BI DiI-HDL act	CAL PDZ FP-2	NSD2 inh	Rtt109 HAT inh	PfHsp90 set2
COC(=O)c1cccc(NC(=S)Nc2cccc(Cl)c2C)c1	-3	3	-4	0	-2	4	-0.8	-1	5	8
C=CCSc1nnc(NC(=O)c2cccc(S(=O)(=O)N3CCOCC3)c2)s1	0	-4	·	2	-5	·	-1.2	19	12	2
CCO[C@@H]1OC(C(=O)N2CCOCC2)=C[C@H](c2ccc(Br)cc2)[C@H]1CCCO	4	-9	-11	6	-3	11	-1.6	·	-7	28
CCOc1ccc(NC(=O)CSc2ncn[nH]2)c([N+](=O)[O-])c1	-1	-13	-5	-7	-1	5	0.6	1	5	-29
Cc1cccc(NCc2nc3ccccc3n2Cc2ccccc2)c1	-1	-20	-4	·	-8	4	-1.1	1	12	19
CCOC(=O)c1c(NC(C)=O)sc(C(=O)NC2CCCC2)c1C	0	-11	-24	-8	-5	24	-2.4	-2	-3	-28
C[C@H](CO)N1C[C@H](C)[C@@H](CN(C)C(=O)NC2CCCCC2)Oc2ccc(NC(=O)C3CC3)cc2C1=O	2	14	-13	-2	0	13	1.1	·	9	-1
Cc1ccc(NS(=O)(=O)c2ccccc2[N+](=O)[O-])cc1S(=O)(=O)N1CCCCC1	11	-13	-13	-10	-8	13	1.0	1	0	6
C[C@@]12C(=O)N(c3cccc(Cl)c3)C(=O)N1[C@@H]1c3ccccc3OC[C@@H]1[C@H]2c1ccccc1	-2	-9	·	-8	-2	·	0.1	·	-12	-6
COc1cc(C)ccc1OCCON1C(=O)CCC1=O	2	-13	·	3	2	·	-0.9	0	-8	·
O=c1[nH]c2cc3c(cc2cc1CN(Cc1ccco1)C(=S)NCCCN1CCOCC1)OCCO3	1	-18	0	-15	-7	0	-0.4	2	26	16
O=C(Cn1ncc2c([nH]c3ccccc32)c1=O)NCC1CCN(Cc2ccccc2F)CC1	·	-21	-42	4	-1	42	-3.5	-2	-9	4
CCN(CC)C(=O)C1CCCN(c2ccc([N+](=O)[O-])cc2/C=N/NC(=O)c2cccc([N+](=O)[O-])c2)C1 (stereo unspecified)	-3	-15	90*	·	-2	-90	·	-3	0	·
CCOC(=O)C1CCCN(CCC(=O)Nc2ccc(C)c(C)c2)C1 (stereo unspecified)	-3	-15	-2	-5	-11	2	0.2	1	-4	10
OC(CNc1ccccc1)Cn1ccc2ccccc21 (stereo unspecified)	-4	-7	-1	-12	-10	1	-1.6	1	-5	-4
COc1cc(OC)c(NC(=O)CC(=O)Nc2cc(Cl)c(OC)cc2OC)cc1Cl	-1	-19	45	·	-7	-45	-0.8	-2	-3	-9
COc1ccc(C(=O)C[n+]2ccc(N(C)C)cc2)cc1	-4	-12	-6	·	2	6	0.7	-2	-23	16
CCN(CC(=O)Nc1ccccc1SC)Cc1nc2ccccc2c(=O)[nH]1	-6	-10	7	-10	-10	-7	-1.7	-16	-10	-11
CC(=O)c1ccc(Nc2cc(C)nc3ccc(C)cc23)cc1	-1	-7	15	-39	-15	-15	-3.0	5	11	3

Source: PubChem BioAssay (Broad Institute)
